Compound activity deposited in PubChem by several laboratories.
PERK inh = blocks human PERK kinase | Q9NZJ5 | CHO PERK-DD fusion, SEAP luminescence translation reporter | inhibition, % at 5.6 µM | 220,000 compounds, 0.17% hits;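 active = inhibition above the mean inhibition of all tested compounds plus 3 SD, set separately per screening campaign, cut at about 2.9% in these data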;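 note: PERK kinase domain activated by AP20187 dimerizer at 100 nM; 0% = DMSO with dimerizer and 100% = rapamycin at 8.4 µM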
Target sequence (Q9NZJ5 whole entry, looked up, the tested form may be a part): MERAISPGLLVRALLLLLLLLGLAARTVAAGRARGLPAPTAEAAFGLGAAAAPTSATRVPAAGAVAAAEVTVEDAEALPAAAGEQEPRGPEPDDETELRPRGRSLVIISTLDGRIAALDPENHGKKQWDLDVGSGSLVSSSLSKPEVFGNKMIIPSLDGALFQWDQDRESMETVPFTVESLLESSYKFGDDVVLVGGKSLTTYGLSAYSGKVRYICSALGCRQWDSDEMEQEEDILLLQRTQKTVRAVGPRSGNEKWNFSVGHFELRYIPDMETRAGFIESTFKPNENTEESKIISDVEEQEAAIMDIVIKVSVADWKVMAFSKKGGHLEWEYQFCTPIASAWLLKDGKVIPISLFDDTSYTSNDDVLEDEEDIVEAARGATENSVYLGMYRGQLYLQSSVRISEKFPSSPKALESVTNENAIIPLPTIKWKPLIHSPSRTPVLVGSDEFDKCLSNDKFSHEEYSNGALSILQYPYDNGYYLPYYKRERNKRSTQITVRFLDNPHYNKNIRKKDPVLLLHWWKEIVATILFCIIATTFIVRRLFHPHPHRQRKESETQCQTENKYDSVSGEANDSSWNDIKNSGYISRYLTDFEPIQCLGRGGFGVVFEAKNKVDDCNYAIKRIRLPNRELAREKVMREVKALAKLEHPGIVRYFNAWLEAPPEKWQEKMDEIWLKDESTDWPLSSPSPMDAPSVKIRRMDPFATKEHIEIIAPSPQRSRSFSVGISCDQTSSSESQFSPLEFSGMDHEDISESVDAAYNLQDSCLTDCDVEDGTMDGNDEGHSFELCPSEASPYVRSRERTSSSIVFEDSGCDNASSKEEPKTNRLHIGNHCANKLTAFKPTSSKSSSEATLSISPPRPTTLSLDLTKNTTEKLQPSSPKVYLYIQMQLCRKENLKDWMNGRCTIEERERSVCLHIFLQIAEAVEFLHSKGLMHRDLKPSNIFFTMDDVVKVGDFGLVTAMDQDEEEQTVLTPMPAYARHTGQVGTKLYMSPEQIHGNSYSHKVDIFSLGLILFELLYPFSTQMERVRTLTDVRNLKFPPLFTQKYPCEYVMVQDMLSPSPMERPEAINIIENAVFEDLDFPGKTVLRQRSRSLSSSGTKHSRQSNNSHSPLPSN
eIF4E 4G PPI = blocks eIF4E binding to eIF4G | AID 782 | inhibition, % at 21.7 µM | P63073+Q04637 | 220,000 compounds, 0.37% hits | TR-FRET eIF4E-eIF4GI(517-606) binding, 2 h;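 active = inhibition above about 30%, limit read from the data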;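 note: 0% = full FRET control wells and 100% = background wells lacking eIF4GI fragment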
Wee1 degr inh = human Wee1 degradation inhibition, primary screen. reporter increase, % at 5 µM. P30291. HeLa Luc-Wee1K328M stability, luciferase luminescence; 100% = proteasome inhibitor MG132 effect. 220,000 compounds, 1.2% hits;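 active = activation above the mean of all tested compounds plus 3 SD, set per screening run, cut at about 8.8% in these data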;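 note: cells exposed to compound for 20 h before luminescence read; 0% = DMSO alone and 100% = MG132 at 30 µM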
BaF3 tox = parental Ba/F3 viability inhibition as JAK2V617F counter-screen; CellTiter-Glo ATP luminescence; inhibition, % at 5.6 µM; 220,000 compounds, 1.1% hits;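 active = inhibition above a per-campaign cutoff, the mean inhibition of all tested compounds plus 3 SD, cut at about 27% in these data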;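 note: 0% = DMSO wells and 100% = JAK Inhibitor I control wells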
S1P4 antagonist = human S1P4 receptor antagonism. S1P4-expressing cells, antagonist mode, reporter read-out. 220,000 compounds, 0.26% hits. inhibition, % at 4.98 µM; in the data active = inhibition above about 29%;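 note: 0% = wells stimulated with agonist and 100% = vehicle wells without agonist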
S1P4 agonist = human S1P4 receptor agonism. O95977. S1P4-expressing cell line, agonist reporter assay. activation, % at 4.98 µM. 220,000 compounds, 0.35% hits. AID 1509; in the data active = activation above about 11%;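 note: 0% = DMSO vehicle and 100% = reference agonist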
NPY-Y2 PAM-ag = potentiators or agonists of human neuropeptide Y receptor Y2. activation, % at 3.6 µM. 220,000 compounds, 0.45% hits. P49146. cells expressing NPY-Y2, potentiator/agonist read-out; in the data active = activation above about 27%;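 note: cells stimulated with NPY near EC25 plus isoproterenol at EC100; 0% = vehicle plus submaximal agonist and 100% = vehicle plus saturating agonist; some results beyond the cut were filed as inactive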
Mdm2 ligase inh = Mdm2 E3 ligase (human) inhibition; cell-based MDM2 ubiquitination luciferase reporter, 2 h; 0 = plate control, 100 = twice control, blank-subtracted; signal enhancement, % at 5 µM; 210,000 compounds, 0.11% hits;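 active = signal enhancement of 30% or more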;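 note: luminescence tracks abundance of the self-degrading MDM2-luciferase fusion protein; higher signal means inhibition of MDM2 E3 ligase activity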
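Assay system: stable mammalian line carrying autodegrading MDM2–luciferase fusion reporter; Input: 2000 cells in each well; Compound dosing: single-point 5 µM; Schedule: 2 h compound exposure at 37 °C; Signal: SteadyLite luciferase luminescence after 15 min room-temperature reagent incubation; Evaluation: % luminescence enhancement versus blank-corrected plate control mean; Benchmarks: plate controls and plate blanks.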
Ba/F3 V617F tox = lowers viability of Ba/F3 cells expressing EpoR and JAK2V617F; inhibition, % at 5.6 µM; 220,000 compounds, 1.1% hits; ATP luminescence;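 active = inhibition above the campaign mean plus 3 SD over all tested compounds, cut at about 24% in these data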;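 note: cytokine-independent growth of Ba/F3 cells driven by EpoR plus mutant JAK2; 0% = DMSO-treated cells and 100% = JAK inhibitor I control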
Starred values were filed as active, the others as inactive; . = not tested or not shown; [ ] = dose if it differs, or a comment. Rows were taken by chance (roughly 4.1% active in at least one column).

SMILES	PERK inh	eIF4E 4G PPI	Wee1 degr inh	BaF3 tox	S1P4 antagonist	S1P4 agonist	NPY-Y2 PAM-ag	Mdm2 ligase inh	Ba/F3 V617F tox
O=C(c1ccc2c(c1)OCO2)N(c1ccc(Cl)cc1)C1C=CS(=O)(=O)C1 (centres undefined)	-0.5	-6	-2	2	-13	-0.5	10	-9	6
Cc1ccc(N2C(=O)CN(Cc3sccc3C)C2=S)cc1C	-0.5	5[fluorescence artefact?]	2	3	-13	0.1	0	.	-1
Cc1cc(C)c2ccc(N)nc2c1O	0.3	-1	5	3	-14	-0.1	-8	15	-2
Nc1nnc(SCC(=O)OCC(=O)NC23CC4CC(CC(C4)C2)C3)s1	0.5	-2	4	-2	-1	-0.4	6	-4	-3
O=C(NCc1nc(-c2ccccc2)no1)c1ccc2c(c1)OCO2	0.8	-13	0	-2	-11	0.5	-3	6	-3
CCc1ccccc1NC(=O)CSc1nnc([C@@H](NC(=O)OC(C)(C)C)C(C)CC)o1 (some centres undefined)	-1.0	-1	-3	2	-12	0.3	4	-10	3
CN(C(=O)c1cccn(Cc2ccccc2)c1=O)c1ccccc1	0.0	2	1	2	-13	2.4	-4	-5	-1
Fc1ccc(-n2c(-c3cccs3)nc3nc4ccccc4nc32)cc1	0.9	4[fluorescence artefact?]	-2	0	-34	4.0	3	1	-2
CCC(C)(C)n1nnnc1CN1CCN(c2ccc(OC)cc2)CC1	0.5	5	-3	12	0	0.0	-5	-21	2
COC(=O)C1CSC(C(=O)OC)N1C(=O)Nc1ccc(Cl)c(Cl)c1 (centres undefined)	-0.1	.	0	2	-18	-2.4	-16	-12	3
Cc1ccc(-c2noc(C3CCCN(C(=O)c4c(F)cccc4F)C3)n2)cc1 (centres undefined)	-0.8	-1	-3	6	1	1.8	1	-18	1
CCCCNC(=O)c1ccc(CS(=O)(=O)Cc2ccccc2F)o1	1.9	-3	0	5	-13	-0.6	1	1	-1
CC1(C)CC(NC(=O)CCC2CCCC2)CC(C)(C)N1	1.6	-2[fluorescence artefact?]	4	0	-2	1.3	-11	12	-1
Cc1ccccc1-c1n[nH]c(=S)n1/N=C/c1ccc(-c2ccccc2Br)o1	0.2	-3	-1	6	-21	-0.4	6	-18	3
CC(C)c1nc2ccc(C(=O)O)cc2[nH]1	0.7	2	1	1	4	-1.9	-2	-7	-3
CCc1cccc(C)c1NC(=O)C1=C(C(=O)O)CCCC1	-0.3	1	-1	10	-3	0.8	-3	-11	0
Cc1cc(SCC(=O)c2ccc3c(c2)OCO3)nc2ccccc12	-0.4	-51[fluorescence artefact?]	-1	4	-7	0.2	-16	-17	2
COc1cc(/C=C(\C#N)C(=O)NCC2CCCO2)ccc1OCC(=O)O (centres undefined)	2.1	2	-3	5	-8	-0.1	16	-4	-1
O=C(Cc1cccs1)N1CCN(c2ccc([N+](=O)[O-])cc2)CC1	0.7	6	-3	0	-4	1.5	7	-11	-7
COc1ccc(S(=O)(=O)Cc2ccccc2)cc1N	0.7	-2	-2	3	-5	0.6	-5	-11	-1
COC(=O)c1ccc(C)c(NC(=O)Cc2coc3cc(OC)ccc23)c1	0.8	5	-3	7	3	0.1	17	-27	3
C/C(=N\N1CCN(Cc2ccc(Cl)cc2)CC1)c1ccc([N+](=O)[O-])cc1	0.2	-2	3	-4	-6	0.7	5	-11	-4
O=C(O)c1nc(-c2ccccc2)n(-c2ccc(Cl)cc2)n1	0.0	-1[fluorescence artefact?]	7	3	-20	0.2	0	-13	1
Cc1cc(NC(=O)c2ccco2)no1	0.4	14	0	4	4	-1.0	-20	.	1
O=C(O)/C=C\C(=O)Nc1cccc(NC(=O)c2ccccc2)c1	0.2	-2	2	5	2	1.8	-16	-12	-2
CCS(=O)(=O)N1CCC(C(=O)O)CC1	0.3	-2	2	-1	-23	1.9	-5	-1	-3
O=C1c2ccccc2C(=O)N1/N=C/c1ccc(O)c(O)c1	0.9	7	0	0	-11	0.2	-7	-4	0
Cn1c(SCc2ccccc2)nnc1-c1cnccn1	-0.7	2[fluorescence artefact?]	-1	6	-6	-0.5	0	5	2
CC(C)N(Cc1nc(-c2ccccc2)no1)C(=O)C1CCCCC1	-1.2	0	-2	5	-5	-1.1	4	-1	3
Cc1nn(-c2ccc(C(=O)O)cc2)c(C)c1Cl	1.5	0	-3	6	8	0.7	-7	-11	-1
CCCN(CCC)CCCNC(=S)Nc1ccc2nc(N3CCN(C)CC3)cc(C)c2c1	-0.5	-2	-1	8	-3	-0.6	0	-6	0
CC1CCN(C(=O)CSc2nc3ccccc3s2)CC1	-1.4	4	7	3	3	2.1	-23	-2	0
Cc1cccc(OCC2=N/C(=C\N(C)C)C(=O)O2)c1	1.8	-3	5	5	-12	-1.6	9	-6	-2
c1ccc(-c2noc(-c3cccc4ccccc34)n2)nc1	-0.4	-5	9.1*	3	-12	0.5	-9	4	-3
O=C(COc1nc2ccccc2nc1N1CCOCC1)NCC(F)(F)F	1.0	-5	1	5	-11	3.1	-10	-4	-4
CC(=O)c1sc(NC(=O)c2cccc3ccccc23)nc1C	0.9	-2[fluorescence artefact?]	1	4	-9	0.5	-6	-9	-1
CCN(CC)S(=O)(=O)c1ccc(OC)c(NC(=O)c2ccc3c(c2)OCO3)c1	-0.8	3	-3	5	-11	1.8	-18	0	-3
Cn1c(SCC(=O)NC(=O)NCc2ccco2)nnc1-c1ccccc1	0.3	-11	-5	-4	-4	0.9	3	-18	-1
O=C1CNC(=S)N1CCCn1ccnc1	1.6	0	-2	6	-1	1.6	-4	-1	0
CCOc1ccc(-n2c(SCC(=O)Nc3ccc4c(c3)OCO4)nc3ccccc3c2=O)cc1	-0.4	2	0	-2	-9	1.0	-7	-18	-1
Cc1nc2c(nnn2Cc2ccccc2)c(=O)n1-c1ccccc1	0.1	6	3	5	-8	1.6	-11	-3	1
CCOC(=O)N[C@H](Cc1c[nH]c2ccccc12)C(=O)NC1CC1	1.4	2	0	0	-20	-1.3	-3	-8	-5
O=C(Nc1ccc(Br)cc1)c1cccnc1N1CCOCC1	1.6	-2	1	4	-7	-0.3	2	-14	-2
Cc1noc(C)c1CSCC(=O)OCC(=O)NC1CCCCC1	0.9	-1	2	-1	-27	0.6	2	-12	-3
O=C(CN1C(=O)c2cccc3cccc1c23)N1CCc2ccccc2C1	-0.7	-2	1	7	20	0.5	4	-6	-2
COc1cccc(CN(C)CC(=O)NC(=O)NCc2ccccc2)c1	0.1	1	-1	8	-16	0.4	-3	-6	-1
Fc1ccc(OCCn2cnc(Cl)c2Cl)cc1	-0.2	1	2	0	-3	2.4	4	-12	-5
CC1CCN(C(=O)c2cccc(S(=O)(=O)N3CCCCC3)c2)CC1	0.1	3	2	3	-9	-0.3	6	-4	-5
COC(=O)c1ccc(N(C(=O)CNC(=O)c2ccco2)C(C(=O)NC2CCCC2)c2ccco2)cc1 (centres undefined)	0.2	-4	0	7	-6	0.3	-17	4	-1
CC(=O)c1ccc(NC(=O)C2CC(c3ccc(F)cc3)=NO2)cc1 (centres undefined)	0.9	1	5	2	10	2.0	5	-7	-4
O=[N+]([O-])c1ccc(/C=N/Nc2nc(N3CCOCC3)nc(N3CCOCC3)n2)cc1	0.5	-1	-2	7	-6	-0.8	-15	-9	3
Cc1nn(-c2cc(N3CCCCCC3)ccc2[N+](=O)[O-])c(=O)c2ccccc12	-0.8	-1	2	5	-7	0.3	41*	-5	2
Cc1ccc(O)c(NC(=O)c2cccc(NC(=O)c3ccco3)c2)c1	-1.0	-1	1	6	-7	-0.5	-3	-23	0
CN(C)S(=O)(=O)c1cc([N+](=O)[O-])ccc1N1CCCCCC1	-0.7	.	4	1	-7	1.5	14	-36	2
O=C(NC(=S)Nc1ncccn1)c1ccccc1Cl	0.2	1[fluorescence artefact?]	-2	1	-4	0.9	-8	-6	-4
CCn1cc(C(=O)O)c(=O)c2cc(F)c(N3CCNCC3)cc21	-0.1	2	0	11	-18	0.1	-2	.	3
CC(C)N1CCC(N2CCN(CCCc3ccccc3)CC2CCO)CC1 (centres undefined)	0.5	0	1	6	-7	0.6	2	-6	4
COCCN1C(=O)C(=O)/C(=C(/O)c2ccc(S(=O)(=O)N3CCOCC3)cc2)C1c1cccc(Cl)c1 (centres undefined)	0.7	4	4	1	18	-0.5	-8	-17	0
CC1CCCCN1Cc1c(O)ccc2c(=O)c(-c3nc4ccccc4s3)coc12 (centres undefined)	-1.0	-2	6	3	3	1.1	16	-17	0
Cc1ccc(NC(=O)CCC(=O)NNC(=O)c2ccco2)c(C)c1	2.1	-17[fluorescence artefact?]	3	2	-22	0.3	12	-5	-5
Further entries follow:
SMILES	PERK inh	eIF4E 4G PPI	Wee1 degr inh	BaF3 tox	S1P4 antagonist	S1P4 agonist	NPY-Y2 PAM-ag	Mdm2 ligase inh	Ba/F3 V617F tox
CC(=O)NS(=O)(=O)c1ccc(NC(=S)NC(=O)CC(C)C)cc1	1.2	-1	4	2	-4	-0.5	12	-8	-2
Cc1ccc(NC(=O)CSc2nnc(-c3ccccn3)n2N)cc1F	-2.1	-6	-2	-1	6	2.2	1	7	-2
O=c1c(=O)n2c(nn1Cc1ccc(F)cc1)sc1ccccc12	0.6	4	2	-4	-12	-0.3	7	-20	3
CCOc1cc(/C=C2\C(=O)N(Cc3ccc(C)cc3)C(C)=C2C(=O)OC)ccc1O	-0.1	-9[fluorescence artefact?]	1	-2	-19	1.0	-7	4	-1
O=C(O)/C=C/c1ccccc1[N+](=O)[O-]	0.3	14	-4	-1	-2	0.6	-9	-19	-1
Oc1ccc2[nH]ccc2c1	0.8	-7	-2	2	-3	1.4	-7	-2	8
O=C(Cc1ccccc1)Nc1cccnc1	0.4	4	-2	4	-17	-1.2	-1	-3	3
O=C(COC(=O)Cc1cccs1)Nc1ccccc1Cl	-0.4	1	-4	1	-19	1.1	3	5	0
CC1CCN(S(=O)(=O)c2ccc(N/N=C(/C#N)C(N)=O)cc2)CC1	-1.0	0	1	5	-8	-4.0	-7	-8	7
Cc1ccc(C)c(S(=O)(=O)N2CCN(CC(=O)Nc3ccc4c(c3)CCC4)CC2)c1	0.0	-2	1	7	-14	2.2	1	-17	4
O=C1C2CSCN2C(=O)CN1CCCN1CCN(C(c2ccccc2)c2ccccc2)CC1 (centres undefined)	-0.3	-5	-1	9	-14	1.2	4	1	1
Cc1ccc(NC(=O)CCl)c(C)c1	-0.5	3	1	-2	-17	0.1	6	-50	2
Cc1ccc(C)c(NC(=O)CN2C(=O)CNC2=O)c1	0.6	-3	-2	1	-18	-0.9	5	-14	-6
Cc1ccc(S(=O)(=O)NC2CCCCC2)c(C)c1NS(C)(=O)=O	-0.4	-2	0	12	-8	0.9	-13	-2	4
Cc1cc(C(=O)OCC(=O)NC(=O)c2cccn2C)c2ccccc2n1	0.8	6	-1	-2	15	1.1	-19	-5	-2
C=CCc1cccc2cc(C(=O)N(CC)CC)c(=O)oc12	0.2	-1	0	1	4	0.2	-1	-10	1

Compound profiles, from the list above. Values in the order: PERK inh | eIF4E 4G PPI | Wee1 degr inh | BaF3 tox | S1P4 antagonist | S1P4 agonist | NPY-Y2 PAM-ag | Mdm2 ligase inh | Ba/F3 V617F tox
`Oc1ccc2[nH]ccc2c1` across the screens: 0.8 | -7 | -2 | 2 | -3 | 1.4 | -7 | -2 | 8
`Cc1ccc(C)c(NC(=O)CN2C(=O)CNC2=O)c1` across the screens: 0.6 | -3 | -2 | 1 | -18 | -0.9 | 5 | -14 | -6
